SENP8 block-1: inhibitors of human SENP8 protease | Q96LD8 | purified SENP8, Z-RLRGG-aminoluciferin cleavage, luminescence | inhibition, % at 10 µM | actives 1.2% (n = 330,000) | AID 2540; in the data active means inhibition above about 50%
SENP1 FRET inh: blocks the human SENP1 SUMO protease catalytic domain | Q9P0U3 | recombinant SENP1 catalytic domain, CyPet-SUMO1-YPet FRET cleavage | inhibition, % at 10 µM | actives 0.21% (n = 360,000);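 active means inhibition at least 30% at 10 µM, raw YFP signal under a set limit, fluorescence ratio 0.5 to 1.5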;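 further: 0% = enzyme with DMSO and 100% = no enzyme wells; some results filed as inactive read as strong as hits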
Target sequence (Q9P0U3 419-644 limits assumed): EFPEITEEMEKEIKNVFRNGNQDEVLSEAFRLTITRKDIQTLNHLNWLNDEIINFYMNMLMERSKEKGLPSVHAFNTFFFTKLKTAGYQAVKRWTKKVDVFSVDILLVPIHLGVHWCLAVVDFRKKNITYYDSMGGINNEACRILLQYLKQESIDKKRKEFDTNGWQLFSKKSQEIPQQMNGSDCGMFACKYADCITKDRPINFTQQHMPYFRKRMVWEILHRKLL
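Material: hSENP1 catalytic domain, recombinant; medium: Tris pH 8 with BME, BSA, NP40 and catalase; compound: single concentration of 10 µM compound, 0.5% DMSO final; technique: FRET read of cyan and yellow fluorescence; timing: 50 min enzyme reaction, room temperature, light-protected; reagent: SFCypet-SUMO1-SFYpet substrate at 25 nM; control set: no-enzyme low, enzyme-DMSO high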
SENP7 block: SENP7 protease inhibition; Q9BQF6; recombinant SENP7, Z-RLRGG-aminoluciferin luminescence, 40 min; inhibition, % at 5 µM; actives 1.5% (n = 330,000); AID 434973;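 active means inhibition above about 50% at the single test dose, limit read from the data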;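 further: plate controls were DMSO with enzyme for no effect and no enzyme buffer wells for full effect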
Target sequence (Q9BQF6 706-1050 limits assumed): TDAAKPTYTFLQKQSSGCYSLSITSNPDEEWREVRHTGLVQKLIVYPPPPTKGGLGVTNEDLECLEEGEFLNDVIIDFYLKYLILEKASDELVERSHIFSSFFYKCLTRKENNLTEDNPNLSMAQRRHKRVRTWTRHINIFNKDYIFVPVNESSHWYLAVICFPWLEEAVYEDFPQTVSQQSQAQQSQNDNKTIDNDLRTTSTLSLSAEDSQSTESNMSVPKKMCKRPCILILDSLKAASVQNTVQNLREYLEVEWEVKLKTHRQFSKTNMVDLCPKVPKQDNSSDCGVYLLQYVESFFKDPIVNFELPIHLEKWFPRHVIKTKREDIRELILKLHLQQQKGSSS
SENP8 block-2: inhibitors of human SENP8 protease. recombinant SENP8, Nedd8 substrate fluorescence. inhibition, % at 20 µM. actives 0.64% (n = 360,000). AID 602440; in the data active means inhibition mostly above about 40%, no sharp cut-off; inactive means mostly below about 27%
PfG6PD inh: PfG6PD (Plasmodium falciparum) enzyme inhibition; PfGluPho enzyme, NADPH resazurin-diaphorase fluorescence; inhibition, % at 20 µM; actives 0.78% (n = 350,000); AID 504690;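 active means inhibition reaching at least a set limit at 20 µM in the primary screen, cut at about 59% in these data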;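 further: 0% = DMSO wells with substrate and 100% = DMSO wells lacking glucose-6-phosphate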
HKDC1 inhibitor: HKDC1 (human) hexokinase inhibition; Q2TB90; recombinant HKDC1, G6PDH/diaphorase resazurin coupled fluorescence; inhibition, % at 20 µM; actives 0.16% (n = 340,000);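 active means inhibition above about 35% when tested at 20 µM, limit read from the data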;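 further: plate controls were DMSO wells with enzyme for no effect and DMSO wells lacking enzyme for full effect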
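Test system: Recombinant HKDC1 (HK5) hexokinase enzyme, produced in-house | Input: HKDC1 at 5 µg/mL | Buffer or medium: Tris pH 8.0 buffer with MgCl2, Tween-20, BSA, BME | Schedule: 90 min reaction incubation at room temperature, dark | Technique: Resazurin-to-resorufin fluorescence via G6PDH and diaphorase coupling, 525/613 nm | Controls: DMSO wells with and without enzyme mix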
NLRP3 yeast inh: NALP3 inhibition in yeast; Yeast reconstituted NLRP3/ASC/caspase-1, beta-gal luminescence, 24 h; inhibition, % at 10 µM; actives 0.39% (n = 330,000); AID 2825;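 active means inhibition of 50% or more; inactive means inhibition below 50%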;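 further: plate controls were induced DMSO wells for no effect and uninduced yeast grown without galactose for full effect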
SENP6 block: inhibitors of human SENP6 protease. inhibition, % at 10 µM. Q9GZR1. actives 1.8% (n = 330,000). Recombinant SENP6 catalytic domain, aminoluciferin luminescence;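 active means inhibition above about 50% at the single tested dose, limit read from the data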;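 further: plate controls were DMSO wells with enzyme for no effect and DMSO wells lacking enzyme for full effect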
Target sequence (Q9GZR1 628-1112 limits assumed): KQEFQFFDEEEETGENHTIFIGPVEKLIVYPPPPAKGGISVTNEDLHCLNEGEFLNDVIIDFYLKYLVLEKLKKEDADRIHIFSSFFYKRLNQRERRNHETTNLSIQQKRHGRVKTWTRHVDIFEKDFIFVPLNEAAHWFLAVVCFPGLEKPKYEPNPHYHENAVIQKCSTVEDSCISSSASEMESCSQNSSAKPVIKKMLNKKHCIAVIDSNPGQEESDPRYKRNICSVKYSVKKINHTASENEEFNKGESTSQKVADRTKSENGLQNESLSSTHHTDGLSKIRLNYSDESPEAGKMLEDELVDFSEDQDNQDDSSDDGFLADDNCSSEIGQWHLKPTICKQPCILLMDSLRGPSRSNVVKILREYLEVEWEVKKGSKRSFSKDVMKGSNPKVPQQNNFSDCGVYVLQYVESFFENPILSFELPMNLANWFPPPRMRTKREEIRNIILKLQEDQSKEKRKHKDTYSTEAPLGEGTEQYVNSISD
Apaf-1 inh: human Apaf-1 inhibition; O14727; reconstituted apoptosome caspase-3 activity, DEVD-Rh110 fluorescence; inhibition, % at 20 µM; actives 0.71% (n = 330,000); AID 489030; active means inhibition of at least 40% at 20 µM;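 further: plate controls were DMSO wells for no effect and DEVD-CHO caspase inhibitor wells for full effect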
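Material: reconstituted apoptosome with Apaf-1, cytochrome c, caspase-9, procaspase-3, dATP; medium: pH 7.5 Hepes buffer with CHAPS, BSA, DTT; also added: cytochrome c and DEVD-Rh110 substrate; timing: 30 min plus 50 min, RT; signal: Rh110 fluorescence intensity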
* marks the source's active call; other numbers are inactive results. Hits appear at their usual frequency. About 4.1% of those tested had a hit in this group.

Screening CCOC(=O)c1c(NC(=O)CCN2C(=O)c3cccc([N+](=O)[O-])c3C2=O)sc(C(=O)OC(C)C)c1C returned SENP8 block-1 6, SENP1 FRET inh -22, SENP7 block 9, SENP8 block-2 -4, PfG6PD inh -5, HKDC1 inhibitor -8, NLRP3 yeast inh -3, SENP6 block 2 and Apaf-1 inh 33.
For CCOc1ccccc1NC(=O)C(OC(=O)c1cnccn1)c1ccccc1 (stereo not given) the results were SENP8 block-1 -7, SENP1 FRET inh -1, SENP7 block 4, SENP8 block-2 6, PfG6PD inh 2, HKDC1 inhibitor -5, NLRP3 yeast inh 2, SENP6 block -6 and Apaf-1 inh 3.
Screening N#C/C(=C\C=C\c1ccccc1[N+](=O)[O-])C(=O)NCc1ccccc1 returned SENP8 block-1 -1, SENP1 FRET inh -93, SENP7 block 2, SENP8 block-2 -2, PfG6PD inh 5, HKDC1 inhibitor 13, NLRP3 yeast inh 15, SENP6 block 14 and Apaf-1 inh 11.
Cc1ccccc1SCC(=O)NCC(c1ccc(F)cc1)N1CCOCC1 (stereo not given) was read as SENP8 block-1 -7, SENP1 FRET inh 1, SENP7 block -9, SENP8 block-2 0, PfG6PD inh 8, HKDC1 inhibitor -4, NLRP3 yeast inh 11, SENP6 block -7 and Apaf-1 inh 11.
Screening CCc1ccc(C(=O)COC(=O)CNC(=O)CNS(=O)(=O)c2ccccc2)cc1 returned SENP8 block-1 -3, SENP1 FRET inh 0, SENP7 block 3, SENP8 block-2 -6, PfG6PD inh 2, HKDC1 inhibitor -5, NLRP3 yeast inh 6, SENP6 block 15 and Apaf-1 inh -11.
For CC1CCc2c(C(=O)NCc3ccco3)csc2C1 (stereo not given) the results were SENP8 block-1 0, SENP1 FRET inh -1, SENP7 block 2, SENP8 block-2 10, PfG6PD inh 4, HKDC1 inhibitor -1, NLRP3 yeast inh 29, SENP6 block -9 and Apaf-1 inh -14.
For CCOC(=O)CC(NC(=O)Cc1ccc(F)cc1)c1ccccc1Cl (stereo not given) the results were SENP8 block-1 -3, SENP1 FRET inh 2, SENP7 block 6, SENP8 block-2 12, PfG6PD inh 5, HKDC1 inhibitor 0, NLRP3 yeast inh 9, SENP6 block -3 and Apaf-1 inh -7.
For COc1ccccc1N1CCN(/N=C\c2cccnc2)CC1 the results were SENP8 block-1 0, SENP1 FRET inh -2, SENP7 block -7, SENP8 block-2 10, PfG6PD inh -1, HKDC1 inhibitor 3, NLRP3 yeast inh 16, SENP6 block 17 and Apaf-1 inh -20.
COc1cc(C(c2c(C)[nH][nH]c2=O)c2c(C)[nH][nH]c2=O)ccc1OS(=O)(=O)c1ccccc1 was read as SENP8 block-1 -1, SENP1 FRET inh 2, SENP7 block 1, SENP8 block-2 42*, PfG6PD inh -8, HKDC1 inhibitor -2, NLRP3 yeast inh 14, SENP6 block -4 and Apaf-1 inh 3.
`CCc1cc2c(=O)c(-c3nc(C)cs3)coc2cc1O` gave SENP8 block-1 38, SENP1 FRET inh -8, SENP7 block 77*, SENP8 block-2 -16, PfG6PD inh 76*, HKDC1 inhibitor -6, NLRP3 yeast inh 21, SENP6 block 66* and Apaf-1 inh -8.
`COc1cccc(OCc2nnc(SCC(=O)NNC(=O)C3CCCCC3)n2C)c1` gave SENP8 block-1 5, SENP1 FRET inh 3, SENP7 block 2, SENP8 block-2 15, PfG6PD inh -4, HKDC1 inhibitor -9, NLRP3 yeast inh 14, SENP6 block -2 and Apaf-1 inh -8.
Screening O=C(c1ccc(Cl)cc1Cl)N1CCC(C(=O)N2CCOCC2)CC1 returned SENP8 block-1 5, SENP1 FRET inh 1, SENP7 block 8, SENP8 block-2 0, PfG6PD inh -13, HKDC1 inhibitor 2, NLRP3 yeast inh 11, SENP6 block -12 and Apaf-1 inh -1.
`CN(CC(=O)Nc1ccc(S(=O)(=O)N2CCCC2)cc1)CC(=O)Nc1ccc(F)c(F)c1F` gave SENP8 block-1 1, SENP1 FRET inh 1, SENP7 block -7, SENP8 block-2 19, PfG6PD inh 3, HKDC1 inhibitor 0, NLRP3 yeast inh 22, SENP6 block -2 and Apaf-1 inh -9.
For CCCCn1c(N)c(N(CC)C(=O)c2ccc(C)cc2)c(=O)[nH]c1=O the results were SENP8 block-1 -12, SENP1 FRET inh 1, SENP7 block -2, SENP8 block-2 5, PfG6PD inh -8, HKDC1 inhibitor -11, NLRP3 yeast inh 12, SENP6 block 7 and Apaf-1 inh 0.
COc1ccccc1C1CC(=O)Nc2c1c(=O)n(C)c(=O)n2C (stereo not given) was read as SENP8 block-1 -6, SENP1 FRET inh 2, SENP7 block -1, SENP8 block-2 15, PfG6PD inh 9, HKDC1 inhibitor -3, NLRP3 yeast inh -3, SENP6 block 2 and Apaf-1 inh 2.
CCn1ccc(C(=O)Nc2cccc(Cl)c2)n1 was read as SENP8 block-1 5, SENP1 FRET inh 0, SENP7 block 19, SENP8 block-2 12, PfG6PD inh 7, HKDC1 inhibitor -9, NLRP3 yeast inh 28, SENP6 block -5 and Apaf-1 inh -11.
Screening Cc1ccc2c(CN3CCN(S(=O)(=O)/C=C/c4ccccc4)CC3)cc(=O)oc2c1 returned SENP8 block-1 7, SENP1 FRET inh -1, SENP7 block 4, SENP8 block-2 5, PfG6PD inh -2, HKDC1 inhibitor -3, NLRP3 yeast inh 6, SENP6 block -10 and Apaf-1 inh 6.
Screening O=C(O)CN1C(=O)/C(=C\c2ccc(OC(=O)c3ccco3)cc2)SC1=S returned SENP8 block-1 59*, SENP1 FRET inh 39*, SENP7 block 1, SENP8 block-2 17, PfG6PD inh -22, HKDC1 inhibitor 3, NLRP3 yeast inh 45, SENP6 block 71* and Apaf-1 inh 6.
For Cc1[nH]c2ccccc2c1C(=O)CN1C(=O)NC2(CCCCCC2)C1=O the results were SENP8 block-1 4, SENP1 FRET inh 1, SENP7 block 0, SENP8 block-2 12, PfG6PD inh 16, HKDC1 inhibitor -2, NLRP3 yeast inh -3, SENP6 block -3 and Apaf-1 inh 6.
CCS(=O)(=O)c1ccc2oc(SCC(=O)NCc3ccccc3)nc2c1 was read as SENP8 block-1 -14, SENP1 FRET inh 1, SENP7 block -14, SENP8 block-2 3, PfG6PD inh -8, HKDC1 inhibitor -13, NLRP3 yeast inh -4, SENP6 block -14 and Apaf-1 inh 8.
Screening O=S(=O)(c1ccc(N2CCN(S(=O)(=O)c3ccccc3)CC2)nc1)N1CCCC1 returned SENP8 block-1 -9, SENP1 FRET inh 2, SENP7 block -3, SENP8 block-2 -9, PfG6PD inh 1, HKDC1 inhibitor 0, NLRP3 yeast inh 5, SENP6 block -9 and Apaf-1 inh -34.
COC(=O)c1sc(C(C)(C)C)cc1CS(=O)(=O)c1ccc(Cl)cc1 was read as SENP8 block-1 9, SENP1 FRET inh 1, SENP7 block -2, SENP8 block-2 19, PfG6PD inh 12, HKDC1 inhibitor 4, NLRP3 yeast inh 18, SENP6 block -2 and Apaf-1 inh 15.
Nc1ccn([C@H]2CC[C@@H](CO)O2)c(=O)n1 was read as SENP8 block-1 -5, SENP1 FRET inh -1, SENP7 block 1, SENP8 block-2 -2, PfG6PD inh 8, HKDC1 inhibitor -2, NLRP3 yeast inh 11, SENP6 block 4 and Apaf-1 inh -9.
CCOc1ccc(NC(=O)CCC(=O)Nc2nnc(CC)s2)cc1 was read as SENP8 block-1 3, SENP1 FRET inh 2, SENP7 block -8, SENP8 block-2 1, PfG6PD inh -3, HKDC1 inhibitor -2, NLRP3 yeast inh 16, SENP6 block 5 and Apaf-1 inh -7.
Screening Cc1ccccc1C(=O)N1CCC(C(=O)Oc2ccc(C#N)cc2)CC1 returned SENP8 block-1 2, SENP1 FRET inh 2, SENP7 block -1, SENP8 block-2 1, PfG6PD inh -13, HKDC1 inhibitor -1, NLRP3 yeast inh -26, SENP6 block -13 and Apaf-1 inh 1.
For CCOC(=O)C(C)n1cnc2c(cnn2-c2ccc(Cl)cc2)c1=O (stereo not given) the results were SENP8 block-1 -2, SENP1 FRET inh -1, SENP7 block 6, SENP8 block-2 16, PfG6PD inh -13, HKDC1 inhibitor -5, NLRP3 yeast inh 5, SENP6 block -8 and Apaf-1 inh 11.
CCc1ccc(NC(=O)N(C2CCCCC2)C(C)c2cccnc2)cc1 (stereo not given) was read as SENP8 block-1 -4, SENP1 FRET inh 2, SENP7 block 3, SENP8 block-2 21, PfG6PD inh -9, HKDC1 inhibitor 0, NLRP3 yeast inh 6, SENP6 block 0 and Apaf-1 inh -1.
Screening N/C(Cc1ccc([N+](=O)[O-])cc1)=N\OC(=O)c1ccc2ccccc2c1 returned SENP8 block-1 1, SENP1 FRET inh 4, SENP7 block -3, SENP8 block-2 27, PfG6PD inh 16, HKDC1 inhibitor -2, NLRP3 yeast inh 28, SENP6 block -8 and Apaf-1 inh 18.
For CC(=O)c1ccc(NS(=O)(=O)c2ccc(C(C)(C)C)cc2)cc1 the results were SENP8 block-1 -2, SENP1 FRET inh 3, SENP7 block 10, SENP8 block-2 -20, PfG6PD inh -22, HKDC1 inhibitor -2, NLRP3 yeast inh -2, SENP6 block 3 and Apaf-1 inh 19.
COc1ccc(/C=N/OC(=O)c2ccc(Cl)cc2)c(Cl)c1OC was read as SENP8 block-1 -6, SENP1 FRET inh 3, SENP7 block 9, SENP8 block-2 -15, PfG6PD inh 3, HKDC1 inhibitor -1, NLRP3 yeast inh 10, SENP6 block -15 and Apaf-1 inh -1.
`CCn1cc(CN2CCC(n3nccc3NC(=O)c3ccccc3C)CC2)cn1` gave SENP8 block-1 -7, SENP1 FRET inh -3, SENP7 block 1, SENP8 block-2 -4, PfG6PD inh 0, HKDC1 inhibitor 0, NLRP3 yeast inh 17, SENP6 block -9 and Apaf-1 inh 11.
Screening CC[C@]12c3[nH]c4cc(-c5ccco5)ccc4c3CCN1C(=O)[C@@H](CC(=O)NCC13CC4CC(CC(C4)C1)C3)C[C@@H]2C(=O)N1CCN(C(=O)C2CC2)CC1 returned SENP1 FRET inh -42, SENP7 block 4, SENP8 block-2 -370, PfG6PD inh 30, HKDC1 inhibitor 0 and Apaf-1 inh 18.
CCNC(=O)/C(C#N)=C/c1c(N2CCOCC2)nc2ccccn2c1=O was read as SENP8 block-1 2, SENP1 FRET inh -172, SENP7 block 11, SENP8 block-2 -355, PfG6PD inh -7, HKDC1 inhibitor 4, NLRP3 yeast inh 1, SENP6 block -7 and Apaf-1 inh 3.
`O=C(c1cccnc1)N1CCN(S(=O)(=O)c2ccc3ccccc3c2)CC1` gave SENP8 block-1 -8, SENP1 FRET inh 1, SENP7 block 0, SENP8 block-2 2, PfG6PD inh -7, HKDC1 inhibitor -9, NLRP3 yeast inh 4, SENP6 block 0 and Apaf-1 inh 5.

From PubChem
